High-throughput results: PubChem, several laboratories
NALP1 inh: NALP1 inflammasome inhibitors in reconstituted yeast, colorimetric, S. cerevisiae, triplicate retest; S. cerevisiae NALP1/ASC/caspase-1 growth, X-gal OD620, 72 h; inhibition, % at 10 µM; 0.61% of 280,000 active; in the data active means inhibition mostly above about 24%, no sharp cut-off; inactive means mostly below about 32%; further: some compounds called inactive have numbers as strong as hits
GPR7 antagonist: GPR7 receptor antagonists, primary screen, cell-based, fluorescence, single concentration; Neuropeptides B/W receptor type 1 (Homo sapiens), P48145; GPR7-expressing cells, fluorescence antagonist assay; inhibition, % at 4.4 µM; 1.1% of 290,000 active; in the data active means inhibition above about 16%, passing the limit was not always enough;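 further: cells stimulated with the agonist NPW; 0% = agonist with vehicle and 100% = vehicle without agonist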
Target sequence (P48145 whole entry, looked up): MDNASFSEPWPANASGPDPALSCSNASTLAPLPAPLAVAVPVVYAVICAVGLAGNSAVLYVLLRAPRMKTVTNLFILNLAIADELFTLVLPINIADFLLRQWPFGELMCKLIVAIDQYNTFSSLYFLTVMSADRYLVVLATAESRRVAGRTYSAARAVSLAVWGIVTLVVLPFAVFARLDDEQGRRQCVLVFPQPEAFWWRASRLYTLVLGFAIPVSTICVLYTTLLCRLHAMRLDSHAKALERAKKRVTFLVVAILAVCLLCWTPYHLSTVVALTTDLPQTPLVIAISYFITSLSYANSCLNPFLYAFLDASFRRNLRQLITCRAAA
V1aR counter: agonists of human V1a receptor, primary screen, counter-screen for OXTR agonist project, fluorescence, CHO-V1R cells; Vasopressin V1a receptor (Homo sapiens), P37288; Fluo-8 calcium fluorescence, agonist mode; 0% DMSO, 100% 3 nM vasopressin; activation, % at 3 µM; 0.25% of 320,000 active; AID 2797, 2010;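 active means activation above the mean activation of all tested compounds plus 3 SD, per screening run, cut at about 20% in these data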;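 further: signal is peak over basal fluorescence ratio across a 100 second FLIPR read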
OXTR potentiator: human OXTR potentiators, primary screen, fluorescence, CHO-OTR cells, Fluo-8 calcium | Fluo-8 calcium fluorescence, potentiator mode; 0% = oxytocin EC15, 100% = EC100 | 0.061% of 320,000 active | Oxytocin receptor (Homo sapiens), P30559 | activation, % at 3 µM | AID 2445, 2010;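 active means activation above that plate's cutoff, the mean activation of tested compounds plus 3 SD, cut at about 6.6% in these data, passing the limit was not always enough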;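 further: 100% uses oxytocin at 75 nM as the full agonist control; some results filed as inactive read as strong as hits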
Target sequence (P30559 whole entry, looked up): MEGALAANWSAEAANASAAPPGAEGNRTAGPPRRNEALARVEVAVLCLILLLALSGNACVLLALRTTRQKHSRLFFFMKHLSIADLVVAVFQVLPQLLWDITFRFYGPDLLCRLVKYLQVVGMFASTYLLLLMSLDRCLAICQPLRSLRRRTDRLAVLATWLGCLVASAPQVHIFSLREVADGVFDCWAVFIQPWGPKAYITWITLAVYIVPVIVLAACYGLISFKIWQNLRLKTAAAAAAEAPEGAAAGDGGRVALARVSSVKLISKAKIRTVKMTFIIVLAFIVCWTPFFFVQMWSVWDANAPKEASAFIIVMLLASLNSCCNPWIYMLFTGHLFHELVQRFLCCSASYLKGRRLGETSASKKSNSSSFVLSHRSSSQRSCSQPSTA
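Assay system: CHO-OTR cells, human receptor / Also added: oxytocin at about EC15, sub-maximal agonist stimulus / Dosing: single dose, 3.0 µM nominal final compound concentration / Incubation: 6 min pre-incubation, 100 s read / Technique: Fluo-8 calcium dye fluorescence / Read-out: % activation vs EC15 and EC100 oxytocin / Benchmarks: EC15 oxytocin low, 75 nM oxytocin high / Replicates: singlicate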
MEKK2wt PB1 HTS: modulators of MEK5 binding to wildtype MEKK2, primary screen, biochemical, multiplex bead flow cytometry, Alexa488-MEK5; Alexa488-MEK5 binding to MEKK2 WT; actives lie on both sides; binding response (% of control), % at 10 µM; 1.1% of 290,000 active; AID 1531, 2009; in the data active means binding response below about 67% or above about 130%
GalR3 antag: GalR3 antagonists in HEK293 cells, primary screen, cell-based, fluorescence readout; Galanin receptor type 3 (Homo sapiens), O60755; HEK293 GalR3-CNG cAMP membrane potential fluorescence; galR3 body fused to GalR1 C-terminus; inhibition, % at 3 µM; 0.44% of 360,000 active;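 active means inhibition above the screen-wide average plus 3 SD, cut at about 13% in these data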;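 further: forskolin and galanin both at EC90 stimulate the cells; cAMP rise reported by CNG channel membrane potential dye signal; 0% = forskolin plus galanin with DMSO and 100% = forskolin alone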
Target sequence (O60755 1-299 limits assumed): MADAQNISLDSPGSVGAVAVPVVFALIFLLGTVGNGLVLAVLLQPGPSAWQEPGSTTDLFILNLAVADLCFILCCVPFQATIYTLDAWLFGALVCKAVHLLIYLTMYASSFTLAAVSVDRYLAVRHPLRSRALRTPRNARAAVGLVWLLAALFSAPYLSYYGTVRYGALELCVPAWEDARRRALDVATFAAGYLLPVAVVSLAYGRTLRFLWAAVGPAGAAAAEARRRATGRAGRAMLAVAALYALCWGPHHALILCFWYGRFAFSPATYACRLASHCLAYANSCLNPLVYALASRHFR
MEKK2mut PB1 HTS: MEK5 binding signal on mutant MEKK2 PB1, primary screen, biochemical, multiplex bead flow cytometry, Alexa488-MEK5; AID 1530, 2009; 0.35% of 290,000 active; Alexa488-MEK5 binding to MEKK2 mutant; percent response, % at 10 µM; in the data active means percent response above about 24%, passing the limit was not always enough; further: inactives centre near 1; some results filed as inactive read as strong as hits; reference of the scale not given here
PfM18AAP inh: PfM18AAP inhibitors, malaria aminopeptidase, primary screen, biochemical, QFRET, recombinant enzyme; H-Glu-NHMec fluorogenic cleavage; 1.2% of 290,000 active; inhibition, % at 7.35 µM; M18 aspartyl aminopeptidase (Plasmodium falciparum 3D7);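 active means inhibition above the campaign mean inhibition over all tested compounds plus 3 SD, cut at about 28% in these data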;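 further: 0% = plate median of test compound wells and 100% = 2 mM ZnCl2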
OXTR ag: human OXTR agonists, primary screen, fluorescence, CHO-OTR cells, Fluo-8 calcium | Fluo-8 calcium fluorescence; normalized: DMSO 0%, oxytocin 100% | activation, % at 3 µM | 0.32% of 320,000 active | AID 2435, 2010;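 active means activation above the mean of all tested compounds plus 3 SD, cutoff set per screening run, cut at about 20% in these data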;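 further: peak over basal fluorescence ratio from a 100 s FLIPR kinetic read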
An asterisk follows results filed as active; nt = no result given.

Start of the data: the first 2 compounds (preview)
Results follow in this order: NALP1 inh	GPR7 antagonist	V1aR counter	OXTR potentiator	MEKK2wt PB1 HTS	GalR3 antag	MEKK2mut PB1 HTS	PfM18AAP inh	OXTR ag
1) Cc1ccc2nc(NC(=O)C3CCN(S(=O)(=O)c4cnc[nH]4)CC3)sc2c1
→ 27	-3	0.5	-6	87	-8	-4	5	-0.8
2) CCCCCCCC(=O)OCC(=O)[C@@]1(O)CC[C@H]2[C@@H]3CCC4=CC(=O)CC[C@]4(C)[C@H]3[C@@H](O)C[C@@]21C
→ 18	-7	4.3	-5	88	6	-6	-5	0.5

Results, previewed entries included:
Results follow in this order: NALP1 inh	GPR7 antagonist	V1aR counter	OXTR potentiator	MEKK2wt PB1 HTS	GalR3 antag	MEKK2mut PB1 HTS	PfM18AAP inh	OXTR ag
1) Cc1ccc2nc(NC(=O)C3CCN(S(=O)(=O)c4cnc[nH]4)CC3)sc2c1
→ 27	-3	0.5	-6	87	-8	-4	5	-0.8
2) CCCCCCCC(=O)OCC(=O)[C@@]1(O)CC[C@H]2[C@@H]3CCC4=CC(=O)CC[C@]4(C)[C@H]3[C@@H](O)C[C@@]21C
→ 18	-7	4.3	-5	88	6	-6	-5	0.5
3) O=C(c1ccc(Br)cc1)C(CN1CCOCC1)c1ccccc1 (stereo unspecified)
→ 39*	67*	-0.8	-8	102	-4	1	-7	-1.6
4) CCCC(C)NC1=NCCCCC1 (stereo unspecified)
→ 2	-12	-0.1	2	105	5	4	5	0.5
5) COc1ccc(CNC(=O)C2CCCN(S(=O)(=O)c3cccc4nsnc34)C2)cc1 (stereo unspecified)
→ 7	-3	2.8	-4	98	-6	3	2	1.8
6) COc1ccc(CN2CC(C(=O)NCCCN3CCCCC3)CC2=O)cc1 (stereo unspecified)
→ 12	-2	1.0	-6	103	-11	2	-6	1.1
7) CC1CCCN(S(=O)(=O)c2ccc3[nH]c4c(c3c2)CCCC4)C1 (stereo unspecified)
→ 15	-23	-0.5	-4	94	-4	-2	3	0.1
8) O=C(CSc1n[nH]c(-c2cccnc2)n1)Nc1ccc(Cl)cc1
→ -11	-8	0.8	-11	101	-8	-4	0	0.7
9) O=C(NCc1ccc(-c2nc3ccccc3s2)cc1)c1ccc(Br)o1
→ 8	7	-0.3	-8	100	4	4	2	-0.2
10) Cc1ccnc(N2CCCC(C(=O)Nc3cc(F)ccc3C)C2)n1 (stereo unspecified)
→ 1	-3	-0.4	3	113	-6	9	0	-1.1
11) C=CCN1C=CC=C/C1=C1\SC(=S)N(C)C1=O
→ 7	8	0.9	-4	85	-3	-8	-2	0.6
12) C=CCC1C=C(C)CC(CC=C)N1 (stereo unspecified)
→ 2	-6	7.0	-7	108	-8	0	-6	1.2
13) CC1=C(C(=O)N(C)C)C(c2ccccc2OC(F)F)NC(=O)N1 (stereo unspecified)
→ 14	-8	-0.3	-9	100	1	0	2	0.6
14) Cc1onc(-c2ccccc2)c1CNC(=O)Nc1cccc(Cl)c1
→ 17	1	7.2	-12	107	3	2	-15	1.6
15) O=C(c1ccco1)N1CCN(c2ccc([N+](=O)[O-])c(N3CCOCC3)c2)CC1
→ -8	-12	-0.9	-5	88	-1	-14	9	-0.6
16) O=C(c1ccc(F)cc1)N(NC(=O)C(O)(c1ccccc1)c1ccccc1)c1ccccc1
→ 13	37*	0.6	3	96	-2	-1	-3	-0.2
17) COc1ccccc1CNC(=O)CN(C)CC(=O)Nc1ccc(F)c(F)c1F
→ nt	nt	1.0	-7	nt	-6	nt	nt	0.2
18) CCOc1ccc(S(=O)(=O)N(C)c2ccc(OCC(=O)Nc3ccc4[nH]c(=O)[nH]c4c3)cc2)cc1
→ 9	10	0.4	-28	97	-2	-2	16	-0.9
19) Cc1ccc(S(=O)(=O)NC2(C(F)(F)F)C(=O)Nc3c2c(=O)[nH]c(=O)n3-c2ccccc2)cc1 (stereo unspecified)
→ 35	3	-0.3	-5	96	-11	-2	-14	-0.2
20) COc1ccc(COC(=O)N/C=C/c2ccco2)cc1
→ 14	-4	0.9	2	95	-5	-1	7	0.5
21) CCc1cc(C(=O)OCC(=O)N2CCC(c3ccccc3)=N2)sc1C
→ 14	-34	1.6	-4	102	-4	3	-11	0.8
22) O=[N+]([O-])c1ccc(NCCCNS(=O)(=O)c2ccccc2)cc1
→ 3	23	9.9	-11	104	-6	5	5	10
23) O=C(CCNC(=O)c1ccc(Cl)cc1)Nc1cccc(S(=O)(=O)N2CCCCCC2)c1
→ nt	nt	-0.2	-10	nt	-5	nt	nt	-1.7
24) O=C(CCNC(=O)c1ccccc1Cl)Nc1ccc(Cl)c(C(F)(F)F)c1
→ 5	-2	13	-13	108	-6	-2	-4	11
25) CC(C)CC(=O)Nc1nnn(C)n1
→ 21	8	0.9	0	97	-4	-3	-1	1.0
26) COc1ccccc1/C=N/NC(=O)c1[nH]c(C)c(C(=O)N/N=C/c2ccccc2OC)c1C
→ 22	-7	1.5	-1	103	4	4	4	-0.2
27) COC(=O)C1CCN(c2cc(=O)n(-c3ccc(OC)cc3)c(=O)[nH]2)CC1
→ nt	-1	1.1	-1	103	nt	7	-10	-0.3
28) CC(C)N1CCN(Cc2cc3ccccc3[nH]2)CC1CCO (stereo unspecified)
→ 4	-16	0.4	-1	116	-3	14	3	1.1
29) CC(C)[C@H](NC(=O)OCc1ccccc1)C(=O)OCc1cc(=O)oc2cc(O)ccc12
→ 11	-5	4.8	-16	101	5	0	5	5.4
30) c1ccc2sc(Nc3nc4cc5c(cc4s3)OCO5)nc2c1
→ -3	-10	2.1	-5	91	-4	-2	1	7.4

A few values from above:
Value for `O=C(CCNC(=O)c1ccccc1Cl)Nc1ccc(Cl)c(C(F)(F)F)c1` in OXTR potentiator: -13
Value for `CCc1cc(C(=O)OCC(=O)N2CCC(c3ccccc3)=N2)sc1C` in PfM18AAP inh: -11
Value for `COc1ccccc1/C=N/NC(=O)c1[nH]c(C)c(C(=O)N/N=C/c2ccccc2OC)c1C` in NALP1 inh: 22

New compounds follow.
Results follow in this order: NALP1 inh	GPR7 antagonist	V1aR counter	OXTR potentiator	MEKK2wt PB1 HTS	GalR3 antag	MEKK2mut PB1 HTS	PfM18AAP inh	OXTR ag
31) COc1ccc(Nc2nc3cc(C)ccc3cc2C#N)c(OC)c1
→ -30	6	1.7	-3	85	-6	-22	-4	0.1
32) NC(=O)c1nsc(C(=O)N(CC(=O)NC2CCCCC2)Cc2ccc(F)cc2)c1N
→ 6	-3	4.1	-4	94	1	2	-9	1.5
33) COc1cc2ccccc2cc1C(=O)N/N=C/c1ccc2c(c1)OCO2
→ -5	7	nt	nt	99	-4	3	2	nt
34) CCCCn1nnnc1SCC(=O)Nc1cccc(C)n1
→ 5	-7	0.7	-10	104	-1	7	-1	-0.7
35) O=C(NC1(C(F)(F)F)NC(=O)N(Cc2cccnc2)C1=O)c1ccc(F)cc1 (stereo unspecified)
→ -1	6	0.8	-1	98	-6	-2	-7	1.4
36) O=C(O)c1cc(N/N=C/c2cccnc2)ccc1Cl
→ 8	-15	0.8	-1	102	2	2	0	0.8
37) O=C(CSc1nc2cc([N+](=O)[O-])ccc2n1-c1ccc(F)cc1)NC1CCS(=O)(=O)C1 (stereo unspecified)
→ nt	10	-0.8	-1	95	-6	1	-3	-1.7
38) O=C(NCCc1c[nH]c2ccccc12)C(=O)NCC1OCCCN1S(=O)(=O)c1ccc(F)cc1 (stereo unspecified)
→ 44	-2	5.0	-12	101	-3	0	-1	3.8
39) COc1ccc(NC(=O)CN2C(=O)COc3ccccc32)cc1OC
→ 1	-17	0.3	-1	106	-6	3	2	0.1
40) CC1CCCCC12NC(=O)N(CC(=O)OCC(=O)c1ccc(OC(F)F)cc1OC(F)F)C2=O (stereo unspecified)
→ 4	-3	1.8	-12	109	-3	7	-1	-0.2
41) N#CCCCSc1nnc(CSc2nc3ccccc3s2)n1-c1ccccc1
→ 7	6	7.1	-18	110	-2	6	5	3.8
42) O=S(=O)(CC(c1ccccc1)N1CCCCC1)c1ccc(Cl)cc1 (stereo unspecified)
→ 7	-3	-0.1	-4	101	-4	3	-4	-3.2
43) CCOC(=O)c1[nH]c(C)c(C(=O)OC(C)C(=O)Nc2ncc(Cl)cc2Cl)c1C (stereo unspecified)
→ 15	0	3.4	-14	103	0	1	-9	2.8
44) COc1ccc(NC(=S)N2CCC(Cc3ccccc3)CC2)cc1OC
→ 14	-16	6.3	-13	105	-3	1	0	3.9
45) Cc1nn(-c2ccccc2)c2c1C(c1ccc(F)cc1)C(C#N)=C(N)O2 (stereo unspecified)
→ 24	-14	0.1	-6	97	-1	-1	6	-1.0
46) Cc1ccc(-c2cn3nc(-c4ccccc4)c(-c4ccccc4)nc3n2)cc1
→ -3	-8	2.4	-7	69	-2	-16	2	1.2
47) CN(C)S(=O)(=O)c1ccc(-n2cccc2)cc1
→ 5	-3	0.5	-9	101	1	-4	2	-0.7
48) CCOc1ccc(CNc2ccc3c(c2)nc(C)n3C)cc1
→ 13	-7	3.6	-8	102	0	7	-4	3.8
49) CCS(=O)(=O)c1ccc2oc(SCC(=O)c3c(N)n(C4CC4)c(=O)[nH]c3=O)nc2c1
→ nt	nt	0.6	-10	nt	-3	nt	nt	-0.2
50) COc1ccc(-n2nc([N+](=O)[O-])c(=NCc3ccco3)n2O)cc1
→ 8	2	0.2	-5	96	2	-4	6	-0.1
51) O=S(=O)(NCCc1ccccc1)c1ccccc1
→ 3	-3	-0.4	-11	90	-3	-5	-3	0.3
52) CCn1c(Cc2cccs2)nnc1SCC(=O)c1ccc(C)cc1
→ 17	-4	-0.5	0	98	2	1	-1	-1.2
53) CC(=O)NCc1ccc(C(=O)COC(=O)COc2ccccc2)s1
→ nt	nt	0.7	-2	nt	-5	nt	nt	0.8
54) O=[N+]([O-])c1cccc(S(=O)(=O)Nc2nc3ccccc3nc2Nc2cccc(S(=O)(=O)N3CCCCC3)c2)c1
→ 27	-7	nt	nt	76	1	-4	-4	nt
55) CCn1c2nc(SCCN3CCOCC3)nnc2c2cc(C)cc(C)c21
→ 13	-4	-1.1	3	110	-5	6	12	-2.7
